DT40 TDP1 no CPT = qHTS for Inhibitors of human tyrosyl-DNA phosphodiesterase 1 (TDP1): qHTS in cells in absence of CPT; DT40 Tdp1-/- hTDP1 cells, no CPT, ATP luminescence, 48 h; Potency, µM (highest dose often 46.2 µM), inactives show at the top dose activity change, negative = growth inhibition, hits mostly inhibitors; 15% of 420,000 active; AID 686978, 2013; also: nearly all actives have a fitted effect of over 55% in size
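DT40 Tdp1-/-;hTDP1 cells, no CPT (DMSO vehicle only), 400 cells/well; compounds pin-transferred; ≥48 hr, 37 °C; CellTiter-Glo 30 min RT dark, luminescence read.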
TDP1 cell CPT = qHTS for Inhibitors of human tyrosyl-DNA phosphodiesterase 1 (TDP1): qHTS in cells in presence of CPT. chicken DT40 Tdp1-/-;hTDP1 cells + 20 nM CPT, ATP luminescence, 48 h. Potency, µM (highest dose often 46.2 µM), without a hit: top-dose activity change, negative = growth inhibition, most hits filed as inhibitors. 12% of 420,000 active. AID 686979, 2013; also: nearly all actives have a fitted effect of over 55% in size
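Chicken DT40 Tdp1-/- cells complemented with human TDP1, 400 cells/well, exposed to compounds plus 20 nM camptothecin for at least 48 h at 37 C; viability read as ATP content by CellTiter-Glo luminescence.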
TDP1 block = qHTS Assay for Inhibitors of Tyrosyl-DNA Phosphodiesterase (TDP1); recombinant TDP1, AlphaScreen DNA substrate cleavage; Potency, µM (top dose mostly 130 µM), inactives show at the top dose activity change, negative = inhibition, usual class: inhibitors; 0.28% of 350,000 active; AID 485290, 2010; also: nearly all actives have a fitted effect of over 40% in size
Target sequence (Q9NUW8 whole entry, looked up): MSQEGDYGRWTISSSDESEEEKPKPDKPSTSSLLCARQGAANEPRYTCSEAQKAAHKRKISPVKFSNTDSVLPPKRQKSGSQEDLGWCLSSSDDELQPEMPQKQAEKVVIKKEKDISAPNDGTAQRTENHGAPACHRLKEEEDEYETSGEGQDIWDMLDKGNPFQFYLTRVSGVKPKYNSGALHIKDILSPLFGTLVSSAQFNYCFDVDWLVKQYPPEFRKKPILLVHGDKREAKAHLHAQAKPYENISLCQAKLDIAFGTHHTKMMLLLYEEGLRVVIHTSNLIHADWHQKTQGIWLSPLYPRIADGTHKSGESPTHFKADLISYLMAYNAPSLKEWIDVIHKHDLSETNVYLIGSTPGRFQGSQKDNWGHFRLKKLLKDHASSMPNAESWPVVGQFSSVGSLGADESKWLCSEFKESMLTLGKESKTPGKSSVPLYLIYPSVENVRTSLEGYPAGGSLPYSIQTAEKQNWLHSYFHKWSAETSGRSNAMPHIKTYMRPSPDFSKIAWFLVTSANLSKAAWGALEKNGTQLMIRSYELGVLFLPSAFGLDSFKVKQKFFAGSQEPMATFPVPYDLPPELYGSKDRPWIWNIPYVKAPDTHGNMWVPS
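Here, a 5' biotin and 3' phosphotyrosine-FITC DNA oligonucleotide reports Tdp1 activity: intact substrate bridges AlphaScreen beads, while cleavage leaves a 3' phosphate and drops signal. All incubations at room temperature.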
* hit, by the source's call; ? = inconclusive; · = not tested or not shown; [ ] = dose if it differs, or a comment. Calls follow the shape of the dose curve; as a rule, active = well fitted curve in the direction sought with a large enough effect; inconclusive = small, poorly fitted or top-dose-only effect, or another doubt; inactive = no such curve, though single readings can be large; an effect the other way counts as inactive or inconclusive. % is scaled to controls: 0 for no effect and ±100 for the full control effect; potency is read from the fitted curve at half-maximal effect.

SMILES | DT40 TDP1 no CPT | TDP1 cell CPT | TDP1 block
CC(C)Cn1c(N)c(C(=O)COC(=O)c2ccc(O)cc2O)c(=O)n(C)c1=O | 26µM* | ? | ·
Cc1ccsc1C(C(=O)NC1CCCCC1)N(C(=O)Cc1cccs1)C1CC1 (stereo not drawn) | ? | 21µM* | 0%
O=C(C1CCN(S(=O)(=O)c2ccccc2)CC1)N1CCN(Cc2ccccc2)CC1 | ? | ? | 3%
Cc1cc(C(=O)c2ccccc2)cc(C)c1O | -2% | -3% | ·
COc1ccc(CNC(=O)CCc2cn(C)c3ccccc23)cc1 | -21% | -27% | 3%
CCn1cc2nc(SCC(=O)Nc3ccc(OC)cc3OC)n(Cc3ccc(OC)cc3)c(=O)c2n1 | 2.6µM* | 4.1µM* | 4%[0.0935 µM]
Cc1ccc(NC(=O)CN(C)S(=O)(=O)c2ccc(Br)s2)cc1F | ? | 2% | -4%
CCOC(=O)Nc1ccc2c(COC(=O)CNS(=O)(=O)c3ccc(NC(C)=O)cc3)cc(=O)oc2c1 | -27% | -4% | ·
CNC(=O)c1c(NC(=O)CS(=O)(=O)c2ccc(F)cc2)sc(C)c1C | ? | ? | ·
COc1ccccc1-c1nn2c(-c3cc(-c4ccccc4)n[nH]3)nnc2s1 | 4.5µM* | 6.3µM* | 1%

The closing 3 compounds of the section above come first, to join the parts:
SMILES | DT40 TDP1 no CPT | TDP1 cell CPT | TDP1 block
CCOC(=O)Nc1ccc2c(COC(=O)CNS(=O)(=O)c3ccc(NC(C)=O)cc3)cc(=O)oc2c1 | -27% | -4% | ·
CNC(=O)c1c(NC(=O)CS(=O)(=O)c2ccc(F)cc2)sc(C)c1C | ? | ? | ·
COc1ccccc1-c1nn2c(-c3cc(-c4ccccc4)n[nH]3)nnc2s1 | 4.5µM* | 6.3µM* | 1%
CS(=O)(=O)c1ccc(Nc2nc(C(N)c3ccccc3Cl)cs2)cc1 (stereo not drawn) | ? | ? | ·
CCN1C(=O)C2CCCCN2c2ccc(C(=O)NCCOC)cc21 (stereo not drawn) | 5% | 21% | ·
O=C(CN1C(=O)COc2ccc(S(=O)(=O)N3CCCCCC3)cc21)NCCc1ccccc1 | ? | ? | -3%
COc1cc(OC)c(NC(=O)c2nnn(Cc3ccc(C)cc3)c2N)cc1Cl | 12µM* | 18µM* | 5%
CC[C@@]1(C(=O)OC)N[C@H](CN(C)C(=O)Nc2ccc(C(F)(F)F)cc2)[C@@H]2C(=O)N(C)C(=O)[C@@H]21 | -24% | -14% | -4%
COc1cc(C(=O)COC(=O)c2cnc(C)cn2)ccc1OC(F)F | -12% | -30% | 5%[56.1 µM]
COC(=O)c1ccc2c(=O)n(Cc3ccco3)c(SCC(=O)Nc3ccccc3Cl)nc2c1 | -18% | ? | 11%
Cc1cc(Br)ccc1SCC(=O)OCC(=O)NCc1ccc2c(c1)OCO2 | 7% | -16% | 0%
CC(C)C[C@@H](CO)N(Cc1ccccc1)S(=O)(=O)N(Cc1ccccc1)[C@H](CO)CC(C)C | 13µM* | 13µM* | -2%
COc1ccc(NC(=O)Cn2c(=O)n(-c3ccc(CC(=O)NCc4ccco4)cc3)c(=O)c3ccccc32)cc1 | -4% | -22% | 3%

Overlap with the part before: 5 compounds, then new ones.
SMILES | DT40 TDP1 no CPT | TDP1 cell CPT | TDP1 block
COc1cc(C(=O)COC(=O)c2cnc(C)cn2)ccc1OC(F)F | -12% | -30% | 5%[56.1 µM]
COC(=O)c1ccc2c(=O)n(Cc3ccco3)c(SCC(=O)Nc3ccccc3Cl)nc2c1 | -18% | ? | 11%
Cc1cc(Br)ccc1SCC(=O)OCC(=O)NCc1ccc2c(c1)OCO2 | 7% | -16% | 0%
CC(C)C[C@@H](CO)N(Cc1ccccc1)S(=O)(=O)N(Cc1ccccc1)[C@H](CO)CC(C)C | 13µM* | 13µM* | -2%
COc1ccc(NC(=O)Cn2c(=O)n(-c3ccc(CC(=O)NCc4ccco4)cc3)c(=O)c3ccccc32)cc1 | -4% | -22% | 3%
COC(=O)[C@H](CCSC)NC(=O)NCCc1ccc(F)cc1 | -6% | -1% | -2%
O=C(COc1ccc(/C=N/NC(=O)C(=O)N2CCCCC2)cc1)Nc1ccccc1Cl | -26% | -30% | 1%
NC(=O)c1ccc(NC(=O)c2ccccc2S(=O)(=O)c2ccccc2[N+](=O)[O-])cc1 | -14% | 3% | 0%
CCc1ccc(NC(=O)c2cc(C(C)C)on2)cc1 | -18% | -11% | -1%
CCCN1CCC(=O)NC1=S | 7% | -15% | ·
O=C(NNc1ccccc1)C(=O)NNS(=O)(=O)c1ccc([N+](=O)[O-])cc1 | 5% | 2% | 3%
COc1ccccc1C(=O)Nc1cccc(NC(=O)c2ccccc2OC)n1 | ? | -23% | ·
COc1ccc(/C(N)=N/OC(=O)C2CCCCC2)cc1OC | 11% | 12% | 1%
CC(C)(CNC(=O)CCNC(=O)c1ccc(Br)cc1)N1CCOCC1 | 3% | 3% | 0%
O=C(N/N=C\c1ccc2c(c1)OCO2)c1ccco1 | ? | ? | 3%
CC1CC(=O)Nc2ccccc2N1C(=O)CN1CCN(c2ccccc2)CC1 (stereo not drawn) | -2% | 8% | 0%
CSCCC(NS(=O)(=O)c1ccc2c(c1)OCCO2)C(=O)NCCc1ccccn1 (stereo not drawn) | -2% | -8% | 1%
Cn1c(=O)n(C)c2cc([N+](=O)[O-])c(N3CCN(C(=O)c4ccc(F)cc4)CC3)cc21 | ? | 18µM* | 11%
COC(=O)C(Cc1ccccc1)NC(=O)C12CC3CC(CC(C3)C1)C2 (stereo not drawn) | ? | -27% | 0%
Cc1ccc(-n2c(=O)c3c4c(sc3n3c(C)nnc23)COC(C(C)C)C4)cc1 (stereo not drawn) | ? | ? | ·
CCN(C(=O)CN1CCN(c2ccc(O)cc2)CC1)c1c(N)n(Cc2ccccc2)c(=O)[nH]c1=O | -28% | -17% | ·
CN(C(=O)c1cccc(NC(=O)Cc2ccc([N+](=O)[O-])cc2)c1)C1CCCC1 | 26µM* | 23µM* | 5%
COc1cccc(NC(=O)Cn2c(=O)cc(C)c3c(C)nn(-c4cccc(F)c4)c32)c1 | ? | -24% | 3%
COc1cc([N+](=O)[O-])ccc1NC(=O)COC(=O)C=C(C)C | 1% | 0% | 7%
CCOc1cc(Br)ccc1S(=O)(=O)N1CCC(C(N)=O)CC1 | -18% | -16% | 0%
O=C(/C=N/O)NCCCn1ccnc1 | 8% | 17% | 1%
N#C/C(=C(/O)CCl)c1nnc2n1CCCCC2 | -18% | -29% | 0%
COC(=O)c1sc(-c2ccccc2)cc1NC(=O)Nc1ccc(F)cc1 | ? | ? | 5%
Cc1cccc(C)c1N1CCN(C(=O)N2CCOCC2)CC1 | ? | -3% | 3%
Cc1ccc(C)c(NC(=O)CCC(=O)N/N=C/c2cc([N+](=O)[O-])ccc2O)c1 | ? | ? | 8%
COc1ccccc1-c1cccc(-c2nc(C(=O)Nc3nccs3)cc3c2[C@H](CCO)N(C(C)=O)C3)c1 | 5.8µM* | 6.5µM* | ·
CCOCN(C(=O)CSc1nc2ccccc2[nH]1)c1c(C)cccc1CC | 23µM* | 15µM* | ·
Cc1cc2cc3c(cc2nc1SCC(=O)N1c2ccccc2CC1C)OCO3 (stereo not drawn) | 21µM* | ? | 2%
COc1ccc(OC)c(NC(=O)CN(c2ccc(OC)c(Cl)c2)S(C)(=O)=O)c1 | ? | -23% | 3%
O=C(NCCc1csc(-c2cccnc2)n1)c1c(F)cccc1F | ? | -5% | -6%
Cc1noc(NS(=O)(=O)c2ccc(NC(=O)C34CC5CC(C3)CC(n3cnc(Cl)n3)(C5)C4)cc2)c1C | 16% | -2% | -3%
COC(=O)c1ccc(OCC(O)CNCC(c2ccc(OC)cc2)N(C)C)c(OC)c1 (stereo not drawn) | -13% | -27% | 11%
CC1CCN(S(=O)(=O)c2ccc3c(ccc(=O)n3CC(=O)Nc3ccc(C(C)C)cc3)c2)CC1 | ? | ? | 9%
CN(C)c1nc(Cl)nc2c1nc(Cl)n2C1CCCCO1 (stereo not drawn) | -19% | 3% | ·
COCc1cc(C)nc(OC)c1C(N)=O | -6% | 24% | 5%
CCCc1cc(=O)n2[nH]c(Cc3ccccc3)nc2n1 | ? | -11% | -5%
COc1ccc(N(CC(=O)Nc2ccc3c(c2)OCCO3)S(=O)(=O)c2c(C)noc2C)cc1 | ? | ? | 4%
O=C(c1cn(-c2ccccc2)nc1-c1cc2ccccc2oc1=O)N1CCOCC1 | -19% | 7% | -5%
CC(c1ccc(F)cc1)n1cc(C(=O)NCc2ccccn2)nn1 (stereo not drawn) | -1% | -6% | 5%
COc1ccc(O/C(=N\S(=O)(=O)c2ccccc2)c2ccccc2)cc1 | -23% | -18% | 3%
CCOc1ccccc1NC(=O)c1ccc(F)c(S(=O)(=O)N2CCC3(CC2)OCCO3)c1 | -23% | -17% | 2%
O=C(Nc1ccc2c(c1)OCO2)c1csc(COCCO)n1 | -29% | ? | ·
CCN(C(=O)C(C)Sc1nnc(-c2ccncc2)n1C)C1CCCCC1 (stereo not drawn) | -2% | -15% | 0%
CCCCOc1ccccc1/C=N/NC(=O)CC#N | 4% | -8% | 5%
Cc1cc(Cl)ccc1NNC(=O)c1c(C)noc1C | -22% | -1% | 6%
COC(=O)Cc1cc(=O)n(-c2nc3ccccc3[nH]2)[nH]1 | -18% | -29% | 7%
COC(=O)COc1ccc(-c2nn(C)c(=O)c3ccccc23)cc1 | -19% | -3% | 0%
COc1ccc(COC(=O)CCN=C2NS(=O)(=O)c3ccccc32)cc1F | 0% | 4% | -11%
CCCCCCCC(=O)NNC(=O)Cc1ccccc1 | -2% | -19% | -13%
CC(C)C[C@H]1CNC(=O)C(=O)N1CC1CCN(CCc2ccccc2)CC1 | 17% | -12% | ·

Some entries already given, limited to DT40 TDP1 no CPT:
Molecule	DT40 TDP1 no CPT
CCCCOc1ccccc1/C=N/NC(=O)CC#N	4%
CC(C)C[C@H]1CNC(=O)C(=O)N1CC1CCN(CCc2ccccc2)CC1	17%
CCCCCCCC(=O)NNC(=O)Cc1ccccc1	-2%
CCOc1ccccc1NC(=O)c1ccc(F)c(S(=O)(=O)N2CCC3(CC2)OCCO3)c1	-23%
COc1ccc(COC(=O)CCN=C2NS(=O)(=O)c3ccccc32)cc1F	0%

Further entries follow:
SMILES | DT40 TDP1 no CPT | TDP1 cell CPT | TDP1 block
COc1ccccc1N1CCN(CC(=O)c2c(C)n(C)c3ccccc23)CC1 | ? | ? | 1%
O=C(NNC(=O)c1cc(-c2ccncc2)nc2ccccc12)c1ccccc1O | ? | ? | -7%
Cc1nn2c(=O)cc(COC(=O)c3cccc(NC(=O)c4ccc(F)cc4)c3)nc2s1 | 10µM* | 12µM* | 4%
CCN(CC(=O)NCc1cccs1)C(=O)Cc1ccc(C)c(C)c1 | -5% | -24% | 0%
CCN(CC)CCn1c2c(c(SCC(=O)Nc3ccc(C(C)C)cc3)nc1=O)CCC2 | ? | -3% | ·
Cc1ccc(S(=O)(=O)N2CCC(=O)N(C(COCc3ccccc3)C(C)C)CC2)cc1 (stereo not drawn) | ? | ? | 0%
Cc1oc(-c2ccc(Cl)cc2)nc1CN1CCC(C(=O)NCCCN2CCOCC2)CC1 | ? | 29µM* | 7%
Cc1ccc2nc(-c3ccc(N4C(=O)CC(N5CCN(CCO)CC5)C4=O)cc3)sc2c1 (stereo not drawn) | 15µM* | ? | 8%
Cc1cc(C)cc(NC(=O)CCC(=O)N2CCSc3ccccc32)c1 | 18µM* | ? | 3%
O=C(CCS(=O)(=O)c1ccccc1)N1CCN(c2ccccc2F)CC1 | -17% | -19% | 5%
O=C(CNC(=O)c1ccco1)NNC(=O)c1n[nH]c(=O)c2ccccc12 | 1% | 4% | -2%
CCOc1ccccc1C(=O)NCC(=O)NNC(=O)c1csc(N2CCOCC2)n1 | -65% | -88% | ·
CO/N=C(/CS(=O)c1ccc(Br)cc1)c1ccc(OC)cc1 (stereo not drawn) | 5% | 6% | -3%
CCCCn1c2c(c(=N)c3ccccc31)CCC2 | ? | ? | 1%
COc1ccccc1CNC(=O)C1CCN(S(=O)(=O)c2ccc3c(ccn3C)c2)CC1 | ? | -4% | 7%

Screens deposited in PubChem BioAssay by National Center for Advancing Translational Sciences (NCATS).

Random draw from the library; overall some 18% were active at least once.
